Screens (PubChem BioAssay)
esBAF inh: inhibitors of esBAF chromatin remodeling in mouse ES cells; Bmi1-luciferase knock-in reporter, 24 h; 100% = twice the neutral-well signal; reporter increase, % at 12.5 µM; hit rate 2% among 350,000; AID 602393; in the data active = activation above about 40%;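 note: 0% = median of the plate's neutral control wells and 100% = double that signal; a rise in the Bmi1 reporter signal indicates esBAF inhibition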
RAD54 branch: blocks human RAD54 Holliday junction branch migration | FAM/BHQ fluorescence | inhibition, % at 10.4 µM | Q92698 | hit rate 0.14% among 360,000 | AID 602329;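 active = mean normalized replicate activity at least 40 and at least half of replicates scoring 40 or more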;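 note: 0% = median of neutral control wells and 100% = median of positive control wells; inhibitors cause a drop in the FAM fluorescence signal; in these data hits start at about 50%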
Target sequence (Q92698 whole entry, looked up): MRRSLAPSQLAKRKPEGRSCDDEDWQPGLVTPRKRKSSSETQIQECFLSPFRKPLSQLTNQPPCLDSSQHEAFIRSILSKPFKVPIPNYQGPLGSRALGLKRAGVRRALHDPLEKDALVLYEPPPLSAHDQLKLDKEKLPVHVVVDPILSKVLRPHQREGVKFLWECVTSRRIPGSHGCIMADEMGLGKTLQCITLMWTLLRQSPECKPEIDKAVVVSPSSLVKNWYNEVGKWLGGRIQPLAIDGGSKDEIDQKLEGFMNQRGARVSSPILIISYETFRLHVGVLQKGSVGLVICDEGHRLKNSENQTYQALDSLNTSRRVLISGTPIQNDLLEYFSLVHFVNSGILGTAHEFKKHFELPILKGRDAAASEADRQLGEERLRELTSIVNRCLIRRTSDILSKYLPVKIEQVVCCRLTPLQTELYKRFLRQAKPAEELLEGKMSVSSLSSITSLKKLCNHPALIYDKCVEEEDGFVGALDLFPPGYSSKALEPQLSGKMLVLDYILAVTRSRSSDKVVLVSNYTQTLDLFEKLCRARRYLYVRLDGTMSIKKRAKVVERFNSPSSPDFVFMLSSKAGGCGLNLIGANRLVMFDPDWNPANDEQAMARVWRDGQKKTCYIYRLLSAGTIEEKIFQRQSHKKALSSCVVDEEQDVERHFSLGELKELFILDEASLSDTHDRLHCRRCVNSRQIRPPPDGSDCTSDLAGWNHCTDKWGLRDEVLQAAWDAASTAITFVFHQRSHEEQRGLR
PglD inh: PglD (C. jejuni) enzyme inhibition. purified PglD enzyme, DTNB colorimetric CoA detection. inhibition, % at 12.5 µM. hit rate 0.098% among 360,000. AID 602405; in the data active = inhibition above about 16%, passing the limit was not always enough; note: strong numbers were not always called active
ERp5 inh: blocks human ERp5 reductase activity on insulin; Q15084; ERp5 insulin aggregation, absorbance 650 nm, 90 min; inhibition, % at 9.99 µM; hit rate 0.05% among 350,000;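 active = mean replicate inhibition above about 25%, with every replicate also reaching it, limit read from the data, passing the limit was not always enough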
RAD52 inh: RAD52 (human) annealing inhibition; P43351; recombinant RAD52 DNA annealing, FRET fluorescence; inhibition, % at 18.7 µM; hit rate 0.46% among 360,000; AID 651710;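 active = every replicate showing at least 50% inhibition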
E-sel inducer: E-selectin induction on HUVECs; hit rate 0.37% among 260,000; HUVEC E-selectin immunofluorescence imaging; normalized: neutral wells 0, TNF-alpha wells 100; AID 686992; activation, % at 7.58 µM;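 active = mean E-selectin-positive cell signal at least 10% of the positive control, reached in at least 60% of replicates, without over 20% cell loss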;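 note: in these data hits start at about 27%; measured in HUVEC primary endothelial cells; signal is the percent of cells scored E-selectin positive by PE staining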
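Test system: HUVEC | Signal: Immunofluorescence imaging | Read-out: Percent E-selectin-positive cells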
CASP6 VEID inh: inhibitors of human caspase-6 | P55212 | purified caspase-6, Z-VEID-R110 cleavage fluorescence | inhibition, % at 12.5 µM | hit rate 0.53% among 350,000;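 active = mean inhibition across replicates at least about 35%, with every replicate also reaching that limit, limit read from the data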;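 note: 0% = median of neutral control wells and 100% = no fluorescence left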
Target sequence (P55212 24-179 limits assumed): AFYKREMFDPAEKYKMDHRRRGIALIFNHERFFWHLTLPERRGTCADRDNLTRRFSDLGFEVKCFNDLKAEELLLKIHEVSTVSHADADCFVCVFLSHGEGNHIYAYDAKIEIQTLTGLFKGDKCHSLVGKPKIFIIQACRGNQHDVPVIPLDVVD
Target sequence (P55212 194-293 limits assumed): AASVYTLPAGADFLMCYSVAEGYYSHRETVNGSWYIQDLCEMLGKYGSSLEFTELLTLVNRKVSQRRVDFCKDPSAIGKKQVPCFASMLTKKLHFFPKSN
ARNT-TACC3 inh: disrupts binding between human ARNT and TACC3 | AlphaScreen His-ARNT PAS-B/GST-TACC3 binding, luminescence; TACC3 fragment carries E629A point mutation | inhibition, % at 9.99 µM | hit rate 0.66% among 390,000;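 active = mean inhibition of replicates at least 50% and at least half of replicates each reaching 50%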;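 note: 0% = complete ARNT plus TACC3 wells and 100% = ARNT alone without TACC3; many hits fall short of the cut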
* hit, by the source's call; . = no result given; & = joins results of further samples.

SMILES | esBAF inh | RAD54 branch | PglD inh | ERp5 inh | RAD52 inh | E-sel inducer | CASP6 VEID inh | ARNT-TACC3 inh
CC(=O)c1ccc(NC(=O)CCNS(=O)(=O)c2cccc3nonc23)cc1 | -3 | -2 | -1 | . | . | . | . | -8
CN(C)CC#Cc1ccc([C@@H]2[C@H](CO)N3CCCCN(C(=O)Nc4cc(F)ccc4F)C[C@@H]23)cc1 | . | 1 | 1 | -4 | 51* | -0.2 | -1 | -1
Cc1ccnn1-c1ccc(C(=O)OCC(=O)Nc2ccc(F)cc2)cc1 | . | . | . | 5 | -7 | 0.0 | 4 | 1
CC(=O)Nc1ccc2c(c1)C(=O)N(C)[C@H]1CC[C@H](CC(=O)NCc3ccc4c(c3)OCO4)O[C@H]1CO2 | -3 | -3 | 1 | . | . | 0.1 | . | 0
COc1ccc(CN2CCCC(N3CCN(c4ccc(OC)cc4)CC3)C2)cc1 (stereo unspecified) | 1 | 6 | 3 | 4 | -22 | 0.1 | 0 | 16
CC(=O)Nc1ccc(S(=O)(=O)N2CCC(C(=O)NCCC(=O)NCc3ccccc3)CC2)cc1 | 0 | -12 | 0 | 1 | -2 | . | -1 | 2
O=C(Nc1ccc2c(c1)[C@H]1C[C@@H](CC(=O)N3CCc4ccccc4C3)O[C@@H](CO)[C@H]1O2)NC1CCCC1 | 2 | 7 | -3 | -1 | -2 | 0.0 | -1 | -3
C[C@H](CO)N1C[C@H](C)[C@H](CN(C)C)Oc2ccc(NC(=O)NC3CCCCC3)cc2CC1=O | 1 | -6 | -1 | -1 | -10 | 0.0 | -2 | -2
Cn1c(=O)c2c(nc(CCC3CCCC3)n2C)n(C)c1=O | . | . | . | 11 | 2 | -2.1 | 1 | 0
O=C(CSc1nncn1-c1ccccc1)NC1CCCCC1 | -3 | 1 | 9 | 1 | -11 | . | 0 | -26
O=c1cnnc(Nc2cccc(C(F)(F)F)c2)[nH]1 | . | . | . | -2 | -16 | . | 13 | 13
O=C(NCc1ccncc1)[C@@H]1CCCN1C(=O)[C@H]1CCCN1 | . | . | . | 6 | -9 | -0.1 | -7 | .
CN(C)C(CNC(=O)C1CCCN1C(=O)c1cccs1)c1ccccc1 (stereo unspecified) | -4 | 5 | -5 | -4 | -7 | 0.4 | -1 | .
O=C(NN1C(=O)C2C3C=CC(C3)C2C1=O)C(O)c1ccccc1 (stereo unspecified) | . | . | . | 6 | 4 | 0.0 | 2 | -1
COc1cc(C)c(NC(=O)Cc2ccsc2)cc1OC | -7 | -6 | -2 | 2 | -11 | . | 0 | 10
CCS(=O)(=O)Nc1ccc2c(c1)C(=O)N(C)[C@@H]1CC[C@@H](CC(=O)NCCCN3CCOCC3)O[C@@H]1CO2 | -2 | -3 | -1 | -8 | -11 | 1.3 | -7 | 4
COc1ccccc1NC(=O)N1CC(=O)N2[C@@H](CO)[C@@H](c3ccc(C#CC4CC4)cc3)[C@@H]2C1 | . | . | . | 1 | -2 | -0.4 | 0 | .
Cn1c(=NC(=O)CCS(=O)(=O)c2ccccc2)sc2cc(F)ccc21 | 4 | -11 | 5 | 6 | -7 | 0.5 | 7 | -2
COc1ccc(S(=O)(=O)N(C)C[C@H]2Oc3ccc(NS(=O)(=O)c4ccc(F)cc4)cc3C(=O)N([C@H](C)CO)C[C@@H]2C)cc1 | 0 | -3 | 0 | -4&4 | 5&-12 | -0.2&10 | 4&5 | -1
CCOc1ccc(S(=O)(=O)N2CCOCC2)cc1[N+](=O)[O-] | . | . | . | -1 | 5 | . | 0 | 1
O=C(NCc1ccccc1)C(=O)NCC1OCCN1S(=O)(=O)c1ccc2c(c1)OCCO2 (stereo unspecified) | 13 | -8 | 0 | 8 | -22 | 0.0 | 1 | -3
CS(=O)(=O)N1CCCC(C(=O)Nc2ccccc2F)C1 (stereo unspecified) | -3 | -3 | -8 | 6 | -5 | . | 3 | -3
Cc1ccc(C)c(NS(=O)(=O)c2ccc(-c3ccc(=O)[nH]n3)o2)c1 | -5 | -12 | -3 | 1 | -10 | . | . | -9
N#Cc1cc(S(=O)(=O)N2CCOCC2)ccc1N1CCOCC1 | . | 1 | -4 | -4 | 1 | 0.1 | 1 | -2
C=CCOC(=O)C1=C(C)NC(=O)NC1/C=C/c1ccccc1 (stereo unspecified) | -7 | 4 | 1 | . | . | . | . | -7
SMILES | esBAF inh | RAD54 branch | PglD inh | ERp5 inh | RAD52 inh | E-sel inducer | CASP6 VEID inh | ARNT-TACC3 inh
COc1cc(C)c(S(=O)(=O)NCCCn2ccnc2)cc1C | 1 | -8 | -1 | 2 | 5 | . | 1 | -2
Cc1cc(OCc2cc(C(=O)NCc3cc(C(C)C)no3)no2)cc(C)c1Cl | 82* | -1 | 3 | 1 | 7 | 1.4 | -1 | .
Cc1cc(C(=O)N/N=C/c2c(C)nn(-c3ccccc3)c2C)n[nH]1 | . | 1 | 3 | 3 | -9 | 14 | 3 | -21
O=C(Nc1ccc(F)c(F)c1)c1oc2ccccc2c1NC(=O)C1CCCO1 (stereo unspecified) | 32 | . | . | 3 | -9 | 4.1 | 5 | -7
CCOC(=O)c1nnn(-c2nonc2N)c1CN1CCc2ccccc2C1 | -6 | -5 | 2 | . | . | . | . | -3
COCC(=O)N(C[C@H]1N[C@H](CO)[C@@H]1c1ccc(-c2cccnc2)cc1)C(C)C | 0 | 1 | -1 | -4 | -9 | 0.0 | 0 | -2
COCC#Cc1ccc2c(c1)O[C@@H](CN(C)C(=O)C1CC1)[C@H](C)CN([C@@H](C)CO)S2(=O)=O | . | 3 | -1 | -1 | -11 | 0.9 | 1 | -4
CC(C)(C)C1CCc2[nH]c3ccccc3c(=O)c2C1 (stereo unspecified) | 20 | -7 | 28* | . | . | . | . | 3
CCOC(=O)C1(Cc2ccc(OC)cc2)CCN(C(=O)C2=CCCC2)CC1 | 5 | -12 | 8 | -7 | -11 | 0.0 | 2 | -22
N#CCCN1CCNCC1 | -5 | 3 | -4 | . | . | . | . | -3
CC1CCN(C(=O)c2ccc(NS(C)(=O)=O)cc2)CC1 | 7 | -12 | -4 | . | . | . | . | -7
NC(=O)[C@H]1CC2(CC(c3cccc(NC(=O)COc4ccc(Cl)cc4)c3)=NO2)CN1C(=O)CC(c1ccccc1)c1ccccc1 (stereo partly specified) | -1 | -3 | 1 | 5 | -36 | 0.0 | -1 | -6
O=C(O)c1cc(Cl)ccc1OS(=O)(=O)c1ccc(Cl)s1 | 3 | -6 | -2 | -5 | -17 | -0.4 | 2 | -3
Cc1noc(C)c1NC(=O)Nc1ccc2c(c1)C(=O)N([C@@H](C)CO)C[C@@H](C)[C@H](CN(C)C(=O)NC(C)C)OCCCC[C@H](C)O2 | 0 | 1 | 1 | 2 | -2 | . | 0 | 11
CC(C)C(=O)NCC(c1cccs1)S(=O)(=O)c1ccc(F)cc1 (stereo unspecified) | 3 | 1 | 1 | 9 | -30 | 2.3 | -2 | -6
NC(Cc1ccccc1)c1csc(NC(=O)c2cccc(OC(F)(F)F)c2)n1 (stereo unspecified) | -26 | -4 | -6 | 5 | -45 | 0.6 | -4 | .
COc1ccccc1-c1ccc2c(c1)O[C@H](CN(C)S(=O)(=O)c1ccc(F)cc1)[C@H](C)CN([C@@H](C)CO)S2(=O)=O | -6 | 12 | 5 | -7 | 13 | 0.5 | -3 | 14
Cc1c(Cl)cccc1NC(=O)Nc1cccnc1 | 5 | 4 | -2 | 0 | -2 | -0.4 | 0 | -4
S=C(Nc1ccccc1)N1CCn2c1nc1ccccc12 | -4 | 11 | -1 | . | . | . | . | -5
O=C(CSc1nc(-c2ccc(F)cc2)nc2c1Cc1ccccc1O2)Nc1ccc(C(=O)O)cc1 | . | . | . | -3 | -22 | -0.9 | 5 | -11
CCCCc1c(-c2ccccc2)ncn1CCc1ccccc1OC | . | . | . | -4 | 18 | -0.1 | 1 | .
COC(=O)c1ccccc1S(=O)(=O)N(Cc1ccco1)Cc1cc2cc(OC)ccc2[nH]c1=O | 10 | -7 | 5 | . | . | . | . | 1
O=C1NC(Cc2cccc(Cl)c2)COCc2cnnn2CCC1c1ccccc1 (stereo unspecified) | . | . | . | 3 | 8 | -0.1 | -5 | .
O=C(N/N=C\c1ccc(Cl)s1)c1ccc(Cn2cccn2)o1 | . | . | . | -3 | -15 | . | 1 | 10
Cc1cc(C(=O)Nc2cccnc2)cs1 | 2 | 6 | -4 | . | . | . | . | -5
SMILES | esBAF inh | RAD54 branch | PglD inh | ERp5 inh | RAD52 inh | E-sel inducer | CASP6 VEID inh | ARNT-TACC3 inh
Cc1ccccc1-n1ncc2c1CC(C)(C)CC2NC(=O)CCCN1CCCC1=O (stereo unspecified) | -3 | 7 | 5 | 15 | -15 | 0.1 | 0 | -2
Cc1cccc(NC(=O)CSCc2cc(=O)n3c(C)csc3n2)c1C | -2 | 4 | -6 | 3 | -4 | -0.2 | 1 | 2
NS(=O)(=O)c1ccc(CNC(=O)c2ccc3ccccc3n2)cc1 | -1 | -9 | -2 | -1 | -6 | . | -3 | -1
COCCNC(=S)N(CCc1c(C)[nH]c2ccc(C)cc12)Cc1ccco1 | . | . | . | -2 | -65 | 0.0 | 3 | -2
COc1ccc(/C=C2\Sc3ccc(C(=O)NCc4cccnc4)cc3N(C)C2=O)cc1OC | . | 6 | -6 | 9 | -1 | 5.4 | 4 | -5
CC1CCCC(NC(=O)c2ccc3c(=O)n(CC4CCCO4)c(=O)[nH]c3c2)C1C (stereo unspecified) | -4 | -8 | 4 | . | . | . | . | -3
C=CCNC(=S)Nc1ccc(Cl)cc1F | . | . | . | -3 | -1 | . | -2 | -6
CCN(CC)CCCNC(=O)CCC(=O)NNc1nc2ccccc2c2nc(C)nn12 | . | . | . | -3 | -3 | . | -11 | 17
Cc1ccccc1-c1ccccc1CN1[C@@H](C(C)C)COCCS1(=O)=O | 3 | -3 | 4 | 3 | -16 | -0.8 | 1 | 1
COc1ccc(-n2nc(C(=O)NCC(=O)N3CCOCC3)c3ccccc3c2=O)cc1Cl | 11 | -5 | 1 | 3 | -6 | . | -3 | -5

12 entries out of the list, ordered by molar mass, falling:
SMILES | esBAF inh | RAD54 branch | PglD inh | ERp5 inh | RAD52 inh | E-sel inducer | CASP6 VEID inh | ARNT-TACC3 inh
COC(=O)c1ccccc1S(=O)(=O)N(Cc1ccco1)Cc1cc2cc(OC)ccc2[nH]c1=O | 10 | -7 | 5 | . | . | . | . | 1
COc1ccc(/C=C2\Sc3ccc(C(=O)NCc4cccnc4)cc3N(C)C2=O)cc1OC | . | 6 | -6 | 9 | -1 | 5.4 | 4 | -5
COc1ccc(-n2nc(C(=O)NCC(=O)N3CCOCC3)c3ccccc3c2=O)cc1Cl | 11 | -5 | 1 | 3 | -6 | . | -3 | -5
CCN(CC)CCCNC(=O)CCC(=O)NNc1nc2ccccc2c2nc(C)nn12 | . | . | . | -3 | -3 | . | -11 | 17
O=C1NC(Cc2cccc(Cl)c2)COCc2cnnn2CCC1c1ccccc1 (stereo unspecified) | . | . | . | 3 | 8 | -0.1 | -5 | .
Cc1ccccc1-n1ncc2c1CC(C)(C)CC2NC(=O)CCCN1CCCC1=O (stereo unspecified) | -3 | 7 | 5 | 15 | -15 | 0.1 | 0 | -2
CC1CCCC(NC(=O)c2ccc3c(=O)n(CC4CCCO4)c(=O)[nH]c3c2)C1C (stereo unspecified) | -4 | -8 | 4 | . | . | . | . | -3
Cc1cccc(NC(=O)CSCc2cc(=O)n3c(C)csc3n2)c1C | -2 | 4 | -6 | 3 | -4 | -0.2 | 1 | 2
NS(=O)(=O)c1ccc(CNC(=O)c2ccc3ccccc3n2)cc1 | -1 | -9 | -2 | -1 | -6 | . | -3 | -1
O=C(N/N=C\c1ccc(Cl)s1)c1ccc(Cn2cccn2)o1 | . | . | . | -3 | -15 | . | 1 | 10
CCCCc1c(-c2ccccc2)ncn1CCc1ccccc1OC | . | . | . | -4 | 18 | -0.1 | 1 | .
C=CCNC(=S)Nc1ccc(Cl)cc1F | . | . | . | -3 | -1 | . | -2 | -6
